All columns: NCI-60 one-dose screen, growth in % after 48 h at 10 µM unless noted; 100 = growth as untreated, 0 = no growth, -100 = all killed.
SNB-19 – SNB-19 CNS cancer cells; 81,000 compounds, 2.5% hits; AID 1794751
HCC-2998 – HCC-2998 colon cancer; 79,000 compounds, 4.7% hits
KM12 – KM12 colon cancer cells; 82,000 compounds, 5% hits; AID 1794800
SW-620 – SW-620 colon cancer; 82,000 compounds, 5.2% hits
SNB-75 – SNB-75 CNS cancer. 79,000 compounds, 5% hits
SF-539 – SF-539 CNS cancer; 81,000 compounds, 6.8% hits
HT29 – HT29 colon cancer | 81,000 compounds, 7.4% hits | AID 1794748
SF-268 – SF-268 CNS cancer cells; AID 1794759; 82,000 compounds, 3.1% hits
SF-295 – SF-295 CNS cancer cells; 79,000 compounds, 5.6% hits
Starred values were filed as active, the others as inactive; · = not tested or not shown; & = joins results of further samples; [ ] = another dose, or the depositor's remark. Rule for the calls: active = growth percent below 10; inactive = the rest.

SMILES	SNB-19	HCC-2998	KM12	SW-620	SNB-75	SF-539	HT29	SF-268	SF-295
CCOC(=O)c1c2c(c(C)n1Cc1ccccc1)-c1nc(N)ncc1CC2	101.4	97.4	100.4	103.9	90.3	102.9	114.5	103.8	229.1
O=c1[nH]c(=S)[nH]c(=O)n1Cc1ccc(Cl)cc1	103.2	103.4	102.1	108.5	91.8	103.0	110.5	99.4	247.3
Cc1cc2c(c(C)c1Cl)C(=O)/C(=C/C/C=C/c1ccccc1)O2	98.3	108.2	90.8	92.4	62.0	93.7	104.7	92.4	110.1
CCOC(=O)c1nn(-c2ccc(S(N)(=O)=O)cc2)c2nc(C)cc(=O)n12	98.8	108.6	101.8	105.6	94.8	97.8	108.8	102.7	103.2
CC1=C(CCN2CCOCC2)C(=O)N2N=C(c3ccccc3)OC2N1 (configuration not stated)	96.9	94.3	95.0	103.2	82.8	105.3	106.9	102.4	97.7
NC(N)=NS(=O)(=O)c1ccc(NC2Nc3nc4ccccc4nc3S2)cc1 (configuration not stated)	96.6	108.7	104.3	101.7	85.9	99.0	104.0	98.5	101.5
Cc1cn(C2CC(OC(=O)c3ccc(Cl)cc3)C(COC(=O)c3ccc(Cl)cc3)O2)c(=O)[nH]c1=O (configuration not stated)	110.5	100.7	101.5	97.8	99.4	110.4	96.4	100.3	107.4
CC1(Cc2ccccc2)CC2=C(C(=O)O1)C(c1ccccc1)NC(=O)N2 (configuration not stated)	89.4	94.9	107.1	106.4	79.3	94.5	96.8	109.5	103.7
COc1cccc(C(C)(c2c[nH]c3ccccc23)c2c[nH]c3ccccc23)c1	97.2	85.5	70.0	93.9	75.1	89.3	67.8	76.1	56.7
CC(=O)O[C@H]1CC[C@@]2(C)[C@H](CC[C@@H]3[C@@H]2CC[C@]2(C)[C@@H]4[C@H](C[C@@H]32)O[C@]2(CC[C@@H](C)CO2)[C@H]4C)C1	101.6	100.4	110.8	105.8	101.1	95.8	102.0	107.4	96.5
CC[C@]12C=CCN3CC[C@@]4(c5ccc(OC)cc5N(C)[C@H]4[C@@](O)(C(=O)OC)[C@@H]1OC(=O)CCCN1CCN(C)CC1)[C@@H]32	90.6	92.4	85.3	87.0	85.3	88.1	98.8	90.8	96.2
Cc1cccc(Cl)c1NC(=O)NCCCN1CCCCC1C (configuration not stated)	105.8	124.5	108.1	103.8	76.1	102.6	100.5	112.5	106.6[100 µM]
O=C(NC1CCN(Cc2ccccc2)CC1)c1cc(-c2cccnc2)nc2ccc(Cl)cc12	91.4	64.9	39.2	27.0	95.6	63.9	4.3*	100.3	67.6
C=CCN1C(=O)CS/C1=N\Nc1cc(=O)[nH]c2ccccc12	91.5	105.0	99.9	95.3	·	97.8	106.1	93.9	99.7
N#Cc1c(NC(=O)c2ccc(F)c(Cl)c2)sc2c1CCC(=O)C2	15.1	25.8	4.2*	-24.0*	-0.9*	-56.2*	8.9*	16.3	-12.2*
CC(=O)N1N=C(c2ccc(Br)cc2)CC1c1ccc(C)s1 (configuration not stated)	84.6	84.4	91.4	99.9	95.1	97.5	89.1	98.9	97.5
c1ccc(C(c2ccccc2)c2cc(-c3cc(C(c4ccccc4)c4ccccc4)[nH]n3)n[nH]2)cc1	100.9	110.0	108.8	115.5	92.3	101.2	104.1	105.7	98.8
O=C1CN(Cc2ccc(C(=O)NO)cc2)C(=O)[C@@H](Cc2ccccc2)N1	98.5	109.4	104.2	101.9	85.9	99.7	112.5	99.7	99.3
OCc1cc(CN2CCCCC2)c(O)c2ncccc12	57.3	51.6	30.2	39.7	81.1	54.0	41.6	48.2	60.6
O=c1oc2ccc3ccccc3c2cc1-c1nnc(-c2cc3ccccc3o2)c2nn(-c3ccccc3)cc12	76.0	102.7	71.7	75.4	57.4	94.6	95.5	65.1	67.2
COc1ccc(-c2nnc(SC/C(=N\O)c3ccccc3)o2)cc1	99.7	94.0	86.2	103.0	105.9	92.7	95.0	95.8	101.5
CC(=O)Nc1nc2ccc(NS(=O)(=O)c3cccc4c(N(C)C)cccc34)cc2[nH]1	52.3	83.3	55.1	38.7	31.0	57.9	63.0	65.6	37.3
COc1cc(/C=C2\SC(=S)N(NC(=O)CSc3nnc(Cc4ccccc4Nc4c(Cl)cccc4Cl)n3-c3ccccc3)C2=O)ccc1OCC(C)C	94.5	100.7	105.0	100.2	91.2	95.3	108.9	93.2	98.5
Clc1ccc(C2=Nn3c(N/N=C/c4ccsc4)nnc3SC2)cc1	87.8	101.8	105.3	109.8	90.6	100.0	110.8	96.7	94.8
COc1cc(C(=O)N2CCOCC2)cc(OC)c1OC	111.3&108.2	96.9&88.5	115.2&108.7	110.6&110.1	102.3&81.7	90.3&89.7	98.4&106.2	104.0&99.9	97.8&114.1
Going on with the list.
SMILES	SNB-19	HCC-2998	KM12	SW-620	SNB-75	SF-539	HT29	SF-268	SF-295
CC1CCCC(C)C1=O (configuration not stated)	90.3	103.4	112.2	108.9	104.0	95.5	118.0	109.0	103.3
CN1CCN(c2nc(NCCCNc3ccnc4cc(Cl)ccc34)c3ccccc3n2)CC1	45.4	37.2	41.9	15.7	79.6	-71.0*	6.4*	66.2	62.5
Cn1c(=O)oc2ccc(S(=O)(=O)Nc3ccc(Cl)cc3[N+](=O)[O-])cc21	100.9	102.9	109.3	114.6	91.4	104.8	109.1	109.3	94.5
Fc1ccc2c(c1)CC1C[C@@H](/C=C/c3ccccc3)N2O1 (some centres not stated)	104.1	99.6	102.5	107.0	98.6	101.5	·	104.2	113.8
COc1ccc(-c2nc3ncccn3c2-c2nnc(-c3ccc(OC)c(OC)c3)o2)cc1	87.2	102.0	95.7	105.1	54.3	94.6	91.5	·	82.0
Cc1nc(-c2ccccc2)cc2c1C(=O)N(CC(=O)c1ccccc1)C2=O	108.3	98.0	105.1	109.3	98.7	106.0	104.4	101.2	97.1
Nc1nn2c(-c3ccc(F)cc3)ccnc2c1N=Nc1ccc(S(N)(=O)=O)cc1	96.7	96.8	87.8	86.6	84.5	102.5	105.2	89.3	106.5
COc1ccc(/C=C(/C(=O)c2ccc(OC)cc2)S(=O)(=O)c2ccc(C)cc2)cc1	93.0	105.1	115.3	105.1	84.7	99.8	107.6	114.3	105.3
COc1cc(C(=O)C[n+]2cccc3ccccc32)cc(OC)c1OC	92.1	108.1	98.4	93.6	76.5	97.9	101.8	95.7	98.9
O=NN(CCCl)C(=O)Oc1cc(Cl)c(Cl)cc1Cl	90.6	108.7	98.7	104.5	93.3	97.5	104.1	101.9	83.6
O=C(NC1CC1)C1CN(c2cccc(Cl)c2)N(c2cccc(Cl)c2)C1=O (configuration not stated)	100.2	86.9	78.1	87.4	84.4	86.3	72.2	82.1	74.6
Cc1sc(NC(=O)c2ccc(C(C)(C)C)cc2)c(C(=O)O)c1C	51.0	71.2	28.8	60.0	85.5	65.8	82.0	88.1	35.7
O=C(Nc1ncccc1OCc1ccccc1)NC12CC3CC(CC(C3)C1)C2	85.4	105.4	94.1	77.6	90.4	99.1	84.5	95.9	90.9
CCCCCCCCS(=O)(=O)Nc1ccc(C(=O)O)cc1	100.6	109.5	98.8	110.4	96.2	94.5	108.3	95.8	98.1
O=C1c2ccccc2C(=O)N1C1C=CC=CC=C1	108.9	101.6	103.6	108.3	97.0	99.9	104.6	98.1	87.9
CN(C)c1ccc(/C=C/c2nc3ccc(C#N)cc3s2)cc1	85.5	·	96.9	91.9	100.3	77.7	100.6	102.7	98.6
O=C1c2cccc3c(Br)ccc(c23)C(=O)N1CC1CO1 (configuration not stated)	94.5	114.2	107.5	103.4	93.3	102.7	108.6	95.8	110.2
O=C1CSC(=Nc2ccccc2)N1C1=CSC2=N/C(=C\c3ccc(Cl)cc3)C(=O)N12	106.4	104.4	100.9	107.1	84.3	100.8	99.4	101.6	·
CN1CCN(C(=O)Nc2ccc(Br)cc2)CC1	106.6	110.4	105.9	109.1	106.1	100.5	109.9	107.5	104.1
Nc1ccc2c(c1)CCc1ccccc1-2	99.3	102.6	97.0	96.5	70.3	93.1	106.1	90.5	99.2
COc1ccc(C2=C(C)c3ccc(OC(C)=O)cc3OC2(C)C)cc1	106.6	103.7	95.4	100.1	113.4	99.9	111.2	·	99.7
Cc1sc2c(c1C)c(=O)nc1c(C(N)=C(C#N)C#N)n[nH]n12	96.7	108.0	103.1	104.6	95.9	100.3	100.3	99.5	104.5
COC(=O)c1cc(C(=O)C(F)(F)F)n2c1ccc1c3ccccc3ccc12	102.6	120.1	100.3	98.7	89.8	94.5	101.8	100.9	97.8
CN1CCOC1c1ccc(C2OCCN2C)cc1 (configuration not stated)	101.6	104.4	104.7	102.9	71.3	103.0	104.2	96.5	120.9
O=c1c2ccccc2nc(-c2ccccc2)n1-c1cc(C(F)(F)F)cc(C(F)(F)F)c1	107.7	100.0	94.9	102.7	91.1	100.2	98.1	98.2	91.3

An excerpt from above, showing only SF-539 and SF-295.
compound,SF-539,SF-295
Cc1cn(C2CC(OC(=O)c3ccc(Cl)cc3)C(COC(=O)c3ccc(Cl)cc3)O2)c(=O)[nH]c1=O (configuration not stated),110.4,107.4
CC1(Cc2ccccc2)CC2=C(C(=O)O1)C(c1ccccc1)NC(=O)N2 (configuration not stated),94.5,103.7
COc1cccc(C(C)(c2c[nH]c3ccccc23)c2c[nH]c3ccccc23)c1,89.3,56.7
CC(=O)O[C@H]1CC[C@@]2(C)[C@H](CC[C@@H]3[C@@H]2CC[C@]2(C)[C@@H]4[C@H](C[C@@H]32)O[C@]2(CC[C@@H](C)CO2)[C@H]4C)C1,95.8,96.5
CC[C@]12C=CCN3CC[C@@]4(c5ccc(OC)cc5N(C)[C@H]4[C@@](O)(C(=O)OC)[C@@H]1OC(=O)CCCN1CCN(C)CC1)[C@@H]32,88.1,96.2

(next part)
SMILES	SNB-19	HCC-2998	KM12	SW-620	SNB-75	SF-539	HT29	SF-268	SF-295
CN(c1ccc(Br)cc1)S(=O)(=O)c1ccc(-c2cnc(C3CC3)o2)cc1	37.3	16.4	23.2	27.9	·	1.6*	11.0	65.9	-0.1*
CNC(=O)c1cc(Oc2ccc3nc(NC(=O)Nc4ccc(C(F)(F)F)cc4)sc3c2)ccn1	79.3	103.9	65.0	37.9	29.1	82.2	78.4	65.0	63.2
CCc1ccc(N2C(=O)CCSC2=S)cc1	95.8	112.0	102.3	103.5	98.4	93.5	109.7	99.1	102.6
COc1ccc(C2C3=C(COC3=O)N(CCO)c3cc4c(cc32)CCC4)cc1OC (configuration not stated)	27.8	-0.4*	-8.6*	14.7	-28.0*	-20.4*	-3.1*	49.1	-2.1*
CCCCCCCCCCCC[n+]1c(C)cc(N)c2ccccc21	9.3*	·	·	·	4.0*	16.5	-8.5*	19.6	-1.0*
COc1cc(C2C(C#N)=C(N)OC3=C2C(=O)c2ccccc2C3=O)cc(OC)c1OC (configuration not stated)	34.2	30.4	13.1	21.5	7.6*	-19.6*	106.2	39.5	23.2
Nc1ccccc1NC(=O)c1ccc(CSc2nc(N3CCOCC3)c3cccn3n2)cc1	32.7	17.6	16.6	9.2*	20.3	15.2	0.9*	4.8*	2.8*
CCCn1c(=N)c(C(=O)NC2CCCCC2)cc2c(=O)n3cccc(C)c3nc21	97.1	102.8	105.3	98.4	101.9	100.1	94.2	125.6	61.1
O=C1/C(=C/c2ccccc2)COc2ccc(O)cc21	93.6	100.7	41.4	53.1	99.7	108.4	62.7	90.6	107.2
C[C@H]1[C@H](C)CC[C@]2(C(=O)N3CCN(C)CC3)CC[C@]3(C)C(=CC[C@@H]4[C@@]5(C)C/C(=C/c6cccnc6)C(=O)C(C)(C)[C@@H]5CC[C@]43C)[C@H]12	-95.9*	-92.3*	-89.3*	-49.9*	-9.6*	-84.6*	-79.3*	-80.3*	-84.6*
O=C(NNC(=S)NC1CCCCC1)c1ccncc1	112.9	·	117.1	102.6	107.6	96.4	118.3	105.7	115.1
Cn1cc(-c2ccc3c(c2)OCO3)c2ccccc21	·	99.2	98.4	106.5	80.9	101.5	95.7	101.3	86.7
Cc1ccc(-c2c(O)c(Br)c(-c3ccc(C)c(C)c3C)c(O)c2Br)c(C)c1	91.9	91.5	95.3	100.2	90.3	99.8	98.1	93.3	85.8
CCN(CC)CCCNc1ccc(C)c2sc3ccccc3c(=O)c12	46.7	-49.2*	33.2	·	47.1	51.5	-24.2*	48.1	32.5
COc1ccc(/C=C(\C#N)C(=O)Nc2cccc(Nc3nc(SC)nc(-c4cccc([N+](=O)[O-])c4)c3C#N)c2)cc1OC	104.1	114.1	99.1	101.9	92.0	93.4	113.4	103.0	97.2
CCN(CC)CCOc1ccc(CNC(C)CCC2=C(C)CCCC2(C)C)cc1 (configuration not stated)	99.1	101.6	110.3	102.9	87.1	89.5	107.3	110.4	108.7
O=C(Cn1c(=O)[nH]c2ccccc2c1=O)Nc1ccccc1	98.3	108.8	101.6	107.1	107.2	93.1	112.8	111.6	96.1
COc1ccc(NC(=O)c2ccc(Cl)cc2)cc1	108.1	106.6	96.4	105.4	102.3	97.7	96.3	104.4	87.5
CCN1CCN(c2cc3c(cc2F)c(=O)c(C(=O)O)cn3C2CC2)CC1	104.0	89.5	99.8	107.6	100.8	113.1	117.1	105.8	111.4

Another view of part of the listing above:
structure | SNB-19 | HCC-2998 | KM12 | SW-620 | SNB-75 | SF-539 | HT29 | SF-268 | SF-295
O=c1c2ccccc2nc(-c2ccccc2)n1-c1cc(C(F)(F)F)cc(C(F)(F)F)c1 | 107.7 | 100.0 | 94.9 | 102.7 | 91.1 | 100.2 | 98.1 | 98.2 | 91.3
NC(N)=NS(=O)(=O)c1ccc(NC2Nc3nc4ccccc4nc3S2)cc1 (configuration not stated) | 96.6 | 108.7 | 104.3 | 101.7 | 85.9 | 99.0 | 104.0 | 98.5 | 101.5
COc1ccc(/C=C(/C(=O)c2ccc(OC)cc2)S(=O)(=O)c2ccc(C)cc2)cc1 | 93.0 | 105.1 | 115.3 | 105.1 | 84.7 | 99.8 | 107.6 | 114.3 | 105.3
COc1cc(C2C(C#N)=C(N)OC3=C2C(=O)c2ccccc2C3=O)cc(OC)c1OC (configuration not stated) | 34.2 | 30.4 | 13.1 | 21.5 | 7.6* | -19.6* | 106.2 | 39.5 | 23.2
